KCNQ1 act = potentiators or activators of human KCNQ1 potassium channel; P51787; CHO-K1 KCNQ1, thallium flux FluxOR fluorescence; hits give high values; B-score at 10 µM; 0.35% of 310,000 active; AID 2648;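 active = fluorescence ratio B-score, a plate-corrected score, at least three library SD, with initial intensity B-score within 5 SD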
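System: Stable KCNQ1 CHO-K1 line | Incubation: 90 min dye loading and 20 min compound exposure, both at room temperature | Measure: Ratio B score | Medium: Assay buffer for compound exposure, DMSO matched across wells | Compound dosing: Single-concentration screen | Probe or stimulus: K+/Tl+ depolarizing stimulus | Measured by: Kinetic FluxOR fluorescence, 10 s baseline plus 110 s post-stimulus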
KCNK3 inh = human KCNK3 channel inhibition, primary screen. O14649. CHO-KCNK3 thallium flux, FluxOR fluorescence; hits give low values. B-score at 10 µM. 0.84% of 340,000 active;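 active = B-score under library mean minus 4 SD, starting fluorescence ratio at most library mean plus 5 SD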;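 also: more negative B-score means stronger inhibition of thallium flux through KCNK3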
DYRK1A inh = inhibitors of rat Dyrk1A kinase. Q63470. ADP-Glo luminescence, NFATc1 peptide. 0.43% of 310,000 active. inhibition, % at 12.5 µM; in the data active = inhibition above about 50%;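 also: plate controls were vehicle with enzyme for no effect and no enzyme for full effect; many of its hits are not listed in these tables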
KCNK9 inh = blocks the human KCNK9 two-pore domain potassium channel. Q9NPC2. HEK293 KCNK9, FluxOR thallium flux fluorescence; hits give low values. B-score at 10 µM. 1.2% of 310,000 active;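 active = ratio B-score over 3 SD below the library mean, with starting fluorescence within 5 SD of its mean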;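 also: negative B-score means less thallium flux so channel inhibition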
TRPC4 act = opens the mouse TRPC4 cation channel; Q9QUQ5; B-score at 10 µM; HEK293 TRPC4beta/mu-opioid, Fluo4 calcium fluorescence; hits give high values; AID 2237; 0.49% of 310,000 active;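 active = B-score above 5 SD of library B-scores, and initial fluorescence ratio not above library mean plus 5 SD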;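 also: positive B-score marks a calcium rise read as TRPC4 activation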
Target sequence (Q9QUQ5 whole entry, looked up): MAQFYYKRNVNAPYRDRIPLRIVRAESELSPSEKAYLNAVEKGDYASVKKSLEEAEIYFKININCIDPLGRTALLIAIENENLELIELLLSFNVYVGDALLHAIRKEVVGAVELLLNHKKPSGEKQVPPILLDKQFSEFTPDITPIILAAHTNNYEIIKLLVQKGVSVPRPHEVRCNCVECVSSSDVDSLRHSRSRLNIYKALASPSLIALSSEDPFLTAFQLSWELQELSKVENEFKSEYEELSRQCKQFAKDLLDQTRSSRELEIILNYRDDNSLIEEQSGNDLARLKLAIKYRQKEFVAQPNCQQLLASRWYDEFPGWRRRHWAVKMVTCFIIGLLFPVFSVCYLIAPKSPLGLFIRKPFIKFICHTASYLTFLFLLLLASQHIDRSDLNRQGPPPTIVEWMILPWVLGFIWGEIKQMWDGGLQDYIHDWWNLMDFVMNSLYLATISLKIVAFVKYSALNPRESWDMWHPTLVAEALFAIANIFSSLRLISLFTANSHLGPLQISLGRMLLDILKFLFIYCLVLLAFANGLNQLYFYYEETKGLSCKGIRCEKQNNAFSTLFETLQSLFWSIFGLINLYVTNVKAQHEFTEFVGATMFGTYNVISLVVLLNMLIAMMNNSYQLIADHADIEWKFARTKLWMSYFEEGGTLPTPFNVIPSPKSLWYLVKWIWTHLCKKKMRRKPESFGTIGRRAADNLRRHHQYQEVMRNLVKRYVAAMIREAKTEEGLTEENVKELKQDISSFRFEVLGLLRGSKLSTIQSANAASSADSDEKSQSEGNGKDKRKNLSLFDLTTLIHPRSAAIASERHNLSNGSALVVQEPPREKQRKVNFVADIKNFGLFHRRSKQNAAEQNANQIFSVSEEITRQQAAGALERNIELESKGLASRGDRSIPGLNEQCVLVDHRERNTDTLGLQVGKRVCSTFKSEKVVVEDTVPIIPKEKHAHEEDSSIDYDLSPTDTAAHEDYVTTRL
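Assay system – TRPC4beta and mu-opioid receptor HEK293 stable cells · Measured by – Fluo4 fluorescence, kinetic · Schedule – dye loading 45 min room temperature, 110 s kinetic read · Read-out – B-scored integrated calcium fluorescence ratio · Controls – buffer and maximal DAMGO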
hERG protect = shields human hERG channel from block by proarrhythmic agents. Q12809. CHO-hERG, FluxOR thallium flux, dofetilide IC70 present. activation (rescue from dofetilide block), less the hit threshold, % at 10 µM. 0.51% of 310,000 active. AID 1511;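 active = activation above the mean of controls blocked by dofetilide plus 5 SD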;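 also: thallium influx through hERG after potassium depolarization seen as dye fluorescence rise; in these data hits start at about 4.7%; inactives centre near -7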
TRPC4 PAM = allosteric potentiators of mouse TRPC4 channel | Q9QUQ5 | 0.42% of 310,000 active | HEK293 TRPC4beta/mu-opioid, DAMGO EC20, Fluo-4 Ca2+ flux; hits give high values | AID 2227 | B-score at 10 µM;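 active = B-score of calcium response area above 5 SD of library B-scores, with initial fluorescence ratio within 5 SD of library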;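 also: B-score of integrated fluorescence ratio over time as area under calcium response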
HDAC3 inh = blocks human histone deacetylase 3; O15379; recombinant HDAC3, fluorogenic peptide/trypsin coupled, fluorescence; inhibition, % at 8.3 µM; 0.15% of 320,000 active; AID 2718; in the data active = inhibition above about 26%, passing the limit was not always enough
ANO1 block = mouse TMEM16A channel inhibition, primary screen; Q8BHY3; HEK293 TMEM16A/YFP iodide influx fluorescence, ionomycin; normalized B-score (activity score, 25-100; higher = stronger inhibition) at 10 µM; 1.2% of 310,000 active; AID 588511;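 active = ratio plate-corrected score three or more library SD toward inhibition, starting fluorescence score within five deviations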;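 also: score derived from kinetic fluorescence span divided by baseline fluorescence per well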
TMEM16A act = mouse TMEM16A channel activation, primary screen | Q8BHY3 | HEK293 TMEM16A/YFP-H148Q/I152L, iodide quench fluorescence; hits give low values | B-score at 10 µM | 0.3% of 340,000 active | AID 623877;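 active = fluorescence-ratio B-score plate-corrected deviation score at least 3 library SD below zero, with starting fluorescence score within 5 deviations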;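 also: channel opened by trigger with iodide after compound preincubation; score built on the fluorescence ratio of max minus min over baseline; more negative score means more quench and so TMEM16A activation or potentiation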
KCNQ1 inh = blocks the human KCNQ1 potassium channel; B-score at 10 µM; 1.3% of 310,000 active; P51787; AID 2642; CHO-K1 KCNQ1, FluxOR thallium flux fluorescence; hits give high values;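 active = compounds whose thallium flux B-score, printed positive for inhibition, exceeds three library SD while starting fluorescence stays within three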;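 also: channel opened by potassium depolarization with thallium stimulus after 20 min compound exposure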
Starred values were filed as active, the others as inactive; i = inactive; / = no result given. An excerpt, so the mix of outcomes need not match the whole.

1: CCOc1ccc(S(=O)(=O)NCCC(=O)NCCc2ccc(OCC)c(OCC)c2)cc1
2: CC(C)C(OC(=O)c1cc2sccc2n1C)C(=O)NCC1CCCO1 (stereo not given)
3: CCCOc1ccc(NC(=O)CC2Nc3ccccc3NC2=O)cc1 (stereo not given)
4: Cc1ccc(NCc2n[nH]c(=S)n2-c2cccc(Cl)c2)cc1
5: Cc1cc2ccccc2nc1SCC(=O)N1CCCC1
6: O=C(NCc1n[nH]c(=S)n1-c1cccc(C(F)(F)F)c1)c1ccc(S(=O)(=O)N2CCCC2)cc1
7: O=C(O)CCS(=O)(=O)c1cccc2cccnc12
8: COc1cccc(N/C=C/C(=O)c2ccc(C)cc2)c1
9: Cc1onc(-c2ccccc2)c1C(=O)NCCc1c[nH]c2ccccc12
10: COC(=O)c1c(NC(=O)c2ccco2)sc(C(=O)N2CCCC2)c1C

screen / no. | 1 | 2 | 3 | 4 | 5 | 6 | 7 | 8 | 9 | 10
KCNQ1 act | i | i | i | i | i | i | i | i | i | i
KCNK3 inh | i | i | i | i | i | i | i | i | i | i
DYRK1A inh | 7 | 7 | -5 | 1 | 7 | -4 | 0 | 26 | -6 | /
KCNK9 inh | i | i | i | i | i | i | i | i | i | i
TRPC4 act | i | i | i | i | i | i | i | i | i | i
hERG protect | -13 | -7 | -13 | -14 | -6 | -8 | -3 | -5 | -17 | 0
TRPC4 PAM | i | i | i | i | i | i | i | i | i | i
HDAC3 inh | 3 | 0 | -4 | 7 | 7 | 11 | 4 | 6 | -2 | -1
ANO1 block | i | i | i | i | i | i | i | i | i | i
TMEM16A act | i | i | i | i | i | i | i | i | i | /
KCNQ1 inh | i | i | i | i | i | i | i | i | i | i

11: COc1ccc2oc(=O)cc(CN(C)Cc3ccccc3)c2c1
12: CC(C)CC(=O)Nc1ccc(F)c(Cl)c1
13: CCc1nnc(NS(=O)(=O)c2ccccc2)s1
14: CC1(C)OC(=O)CC1C(=O)NCc1ccccc1 (stereo not given)
15: COc1ccc(NC(=O)CSc2nnc(Cn3c(=O)sc4ccccc43)n2C)cc1OC
16: CCOc1ccc(NC(=O)CC2C(=O)N(c3ccc(OCC)cc3)C(=S)N2C2CC2)cc1 (stereo not given)
17: O=C(c1ccc(F)cc1)C(C(=O)N1CCCCC1)n1ccccc1=O (stereo not given)
18: O=C(Nc1cc(S(=O)(=O)N2CCCCC2)ccc1Cl)C1=NN(c2ccccc2)C(=O)CC1
19: Cn1c(SCC(=O)Nc2ccc(N3CCOCC3)cc2)nnc1-c1ccco1
20: O=C(Nc1ccccc1)c1sc(Cl)nc1-c1ccccc1
21: O=C(Cn1cnc(Cl)c1Cl)c1ccc(F)cc1
22: Cc1cc(C)nc(NC2=NCCN2C(=O)NC2CCCCC2)n1
23: CC(NC(=O)CCSCCC(=O)NC(C)c1ccccc1)c1ccccc1 (stereo not given)

screen / no. | 11 | 12 | 13 | 14 | 15 | 16 | 17 | 18 | 19 | 20 | 21 | 22 | 23
KCNQ1 act | i | i | i | i | / | i | i | i | i | i | i | i | i
KCNK3 inh | i | i | i | i | i | i | i | i | i | i | i | i | i
DYRK1A inh | 27 | -4 | 3 | -5 | -12 | -3 | -1 | 1 | -1 | -9 | 5 | -8 | 1
KCNK9 inh | i | i | i | i | / | i | i | i | i | i | i | i | i
TRPC4 act | i | i | i | i | / | i | i | i | i | i | i | i | i
hERG protect | -9 | -22 | -7 | -4 | / | -9 | -17 | -11 | -10 | 1 | -1 | -6 | -5
TRPC4 PAM | i | i | i | i | / | i | i | i | i | i | i | i | i
HDAC3 inh | 1 | 5 | -2 | -12 | 3 | / | 10 | 3 | -1 | 8 | -4 | 7 | 2
ANO1 block | i | i | i | i | i | i | i | i | i | i | i | i | i
TMEM16A act | i | i | i | i | i | i | i | i | i | i | i | i | i
KCNQ1 inh | i | i | i | i | / | i | i | i | i | i | i | i | i

Twelve entries already listed, arranged by length of the SMILES, rising:
12: CC(C)CC(=O)Nc1ccc(F)c(Cl)c1
13: CCc1nnc(NS(=O)(=O)c2ccccc2)s1
21: O=C(Cn1cnc(Cl)c1Cl)c1ccc(F)cc1
20: O=C(Nc1ccccc1)c1sc(Cl)nc1-c1ccccc1
11: COc1ccc2oc(=O)cc(CN(C)Cc3ccccc3)c2c1
22: Cc1cc(C)nc(NC2=NCCN2C(=O)NC2CCCCC2)n1
23: CC(NC(=O)CCSCCC(=O)NC(C)c1ccccc1)c1ccccc1 (stereo not given)
17: O=C(c1ccc(F)cc1)C(C(=O)N1CCCCC1)n1ccccc1=O (stereo not given)
9: Cc1onc(-c2ccccc2)c1C(=O)NCCc1c[nH]c2ccccc12
10: COC(=O)c1c(NC(=O)c2ccco2)sc(C(=O)N2CCCC2)c1C
15: COc1ccc(NC(=O)CSc2nnc(Cn3c(=O)sc4ccccc43)n2C)cc1OC
16: CCOc1ccc(NC(=O)CC2C(=O)N(c3ccc(OCC)cc3)C(=S)N2C2CC2)cc1 (stereo not given)

screen / no. | 12 | 13 | 21 | 20 | 11 | 22 | 23 | 17 | 9 | 10 | 15 | 16
KCNQ1 act | i | i | i | i | i | i | i | i | i | i | / | i
KCNK3 inh | i | i | i | i | i | i | i | i | i | i | i | i
DYRK1A inh | -4 | 3 | 5 | -9 | 27 | -8 | 1 | -1 | -6 | / | -12 | -3
KCNK9 inh | i | i | i | i | i | i | i | i | i | i | / | i
TRPC4 act | i | i | i | i | i | i | i | i | i | i | / | i
hERG protect | -22 | -7 | -1 | 1 | -9 | -6 | -5 | -17 | -17 | 0 | / | -9
TRPC4 PAM | i | i | i | i | i | i | i | i | i | i | / | i
HDAC3 inh | 5 | -2 | -4 | 8 | 1 | 7 | 2 | 10 | -2 | -1 | 3 | /
ANO1 block | i | i | i | i | i | i | i | i | i | i | i | i
TMEM16A act | i | i | i | i | i | i | i | i | i | / | i | i
KCNQ1 inh | i | i | i | i | i | i | i | i | i | i | / | i

Compound activity deposited in PubChem BioAssay by several laboratories.
